Source: PubChem
GluA2 TARP mod: GluA2-stargazin AMPA receptor complex modulation | calls only at 30 µM | actives 3.5% (n = 40,000) | HEK293 GluA2+stargazin, membrane potential dye (FDSS), glutamate EC50; hits were called plate by plate, in both directions;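 active = any of four per-well response measures lying three or more SD from its plate-wide compound average, in either direction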
Target sequence (O88602 whole entry, looked up): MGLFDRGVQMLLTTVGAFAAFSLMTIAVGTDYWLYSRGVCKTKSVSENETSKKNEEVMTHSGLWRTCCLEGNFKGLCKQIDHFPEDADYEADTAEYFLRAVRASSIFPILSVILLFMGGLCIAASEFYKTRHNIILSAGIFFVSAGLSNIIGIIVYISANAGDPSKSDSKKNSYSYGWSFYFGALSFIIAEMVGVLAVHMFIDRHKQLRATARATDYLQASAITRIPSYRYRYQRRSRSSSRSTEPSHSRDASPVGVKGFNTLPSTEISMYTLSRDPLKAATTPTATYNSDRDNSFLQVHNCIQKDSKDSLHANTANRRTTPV
Target sequence (P19491 whole entry, looked up): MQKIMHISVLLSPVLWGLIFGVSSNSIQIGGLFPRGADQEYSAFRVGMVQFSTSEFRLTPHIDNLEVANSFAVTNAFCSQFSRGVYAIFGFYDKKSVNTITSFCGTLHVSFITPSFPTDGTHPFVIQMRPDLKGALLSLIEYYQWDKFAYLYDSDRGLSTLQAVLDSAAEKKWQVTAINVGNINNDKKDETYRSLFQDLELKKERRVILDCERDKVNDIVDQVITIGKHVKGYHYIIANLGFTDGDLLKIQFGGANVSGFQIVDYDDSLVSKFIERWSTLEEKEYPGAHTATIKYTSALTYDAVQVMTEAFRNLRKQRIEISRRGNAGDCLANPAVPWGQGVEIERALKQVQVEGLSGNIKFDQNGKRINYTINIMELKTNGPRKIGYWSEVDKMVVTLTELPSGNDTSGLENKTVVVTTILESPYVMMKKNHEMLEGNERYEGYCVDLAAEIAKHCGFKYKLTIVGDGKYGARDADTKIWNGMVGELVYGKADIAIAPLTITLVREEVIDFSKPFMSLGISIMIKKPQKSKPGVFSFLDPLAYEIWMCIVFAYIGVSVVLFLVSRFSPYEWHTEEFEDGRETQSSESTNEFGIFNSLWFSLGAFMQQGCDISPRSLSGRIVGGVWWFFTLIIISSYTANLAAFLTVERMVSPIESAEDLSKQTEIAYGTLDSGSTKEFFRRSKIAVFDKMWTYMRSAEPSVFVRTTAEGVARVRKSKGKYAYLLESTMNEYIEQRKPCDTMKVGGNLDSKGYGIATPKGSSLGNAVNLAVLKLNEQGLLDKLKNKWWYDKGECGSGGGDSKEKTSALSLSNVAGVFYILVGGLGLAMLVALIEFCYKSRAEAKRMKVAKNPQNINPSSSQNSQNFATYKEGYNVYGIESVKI
GluA2 TARP mod agonism max-min: second read-out of GluA2 TARP mod, no call of its own (marks repeat the call); compound max-min signal; compound-alone response (agonism);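 unitless range of fluorescence divided by baseline over first 100 seconds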
GluA2 TARP mod glutamate slope: further read-out of GluA2 TARP mod, marked with its call; glutamate slope, % of max; measured here: glutamate response slope, % max;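 scaled per plate between vehicle wells and maximal 1 mM glutamate control wells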
Active calls of the source: *; i = inactive; + = active, no number; & = joins results of further samples. Some of the compounds tested. The share of hits here may be higher or lower than overall.

SMILES	GluA2 TARP mod	GluA2 TARP mod agonism max-min	GluA2 TARP mod glutamate slope
CCOc1ccccc1NC(=O)Cn1nc(-c2ccc(CC)cc2)ccc1=O	i	0.063	66
CNC(=O)C(=O)NCC1OCCCN1S(=O)(=O)c1ccc(OC)c(C)c1 (stereo not drawn)	i	0.1	52
COc1ccc(Cl)cc1NC(=O)CC1C(=O)NCCN1C(=S)Nc1ccccc1 (stereo not drawn)	+	0.21*	36*
CC(=O)Cn1c(=O)c2c(nc3n2CCN3c2ccc(C)cc2)n(C)c1=O	i	0.081	39
CN1CCN(c2cc(=O)n(C3CCCCC3)c(=O)[nH]2)CC1	i	0.041	45
Cc1cc(C)cc(OC(=O)N2CCOCC2)c1	i	0.085	58
Cc1cc(C(=O)NCC(c2ccc3c(c2)OCO3)N2CCN(c3ccccc3F)CC2)c(C)o1 (stereo not drawn)	i	0.095	54
Cc1ccc(C(CNC(=O)c2ccc([N+](=O)[O-])cc2Cl)N2CCOCC2)cc1 (stereo not drawn)	i	0.032	45
Cc1ccc(OC(C)C(=O)NCCOc2ccc3nnc(-c4ccccc4)n3n2)cc1C (stereo not drawn)	i	0.071	49
CCOC(=O)c1c(NC(=O)C2CC2)sc(Cc2ccc3c(c2)OCO3)c1C	i	0.036	65
CSc1ccc(CC(=O)Nc2nc3c(Cl)cccc3s2)cc1	i	0.1	50
COc1ccc(S(=O)(=O)Nc2nc(C(=O)NCc3cccc(OC)c3)cs2)cc1	i	0.039	34
CCCCNC(=O)/C(C#N)=C/N1CCN(c2cccc(Cl)c2)CC1	i	0.12	80
O=C(CCc1csc(NC(=O)c2ccc(Cl)cc2)n1)NCc1cccnc1	i	0.1	55
COc1ccc(CC(=O)N2CCC(c3nnc(-c4ccc(F)cc4)o3)CC2)cc1	i	0.079	57
O=C(C1CCCO1)N1CCc2cc(S(=O)(=O)NC3CCCC3)ccc21 (stereo not drawn)	i	0.11	68
CCOC(=O)N1CCN(C(=O)c2c(C(F)(F)F)nn(C(C)C)c2C)CC1	i	0.062	57
CCCCCOc1ccc(C(=O)Nc2ccc(S(=O)(=O)Nc3nnc(CC)s3)cc2)cc1	i	0.067	68
Cc1cc(Nc2ncnc3c2nnn3C)ccc1Br	i	0.13	55
COc1ccc(-c2ccc(OCCNS(=O)(=O)c3cccc(F)c3)nn2)cc1	i	0.046	62
O=C(Cn1nc2c(c1NC(=O)CSc1ccncc1)CSC2)NCC1CCCO1 (stereo not drawn)	i	0.05	50
COc1cccc(CNC(=O)C(=O)Nc2c3c(nn2-c2ccccc2)CS(=O)(=O)C3)c1	i	0.06	53
CCCCOc1ccc(NC(=O)Nc2cc(N3CCCS3(=O)=O)ccc2C)cc1	i	0.093	52
C=CCn1c(=O)c2c(nc(N=Nc3c(O)[nH]c4ccccc34)n2C)n(C)c1=O	i	0.067	28
Cc1nnsc1C(=O)N1CCC(CNC(=O)/C=C/c2ccccc2)CC1	i	0.055	44
Cc1nc2ccc(NC(=O)Nc3ccccc3C(F)(F)F)cc2s1	i	0.11	52
Cc1cc(C(=O)Nc2nc3c(s2)COc2ccccc2-3)c(C)o1	i	0.12	63
O=c1c2nnc(SCc3ccccc3F)n2ccn1-c1cccc(F)c1	i	0.038	66
CCOc1ccccc1C(=O)N1c2ccccc2CC1C(N)=O (stereo not drawn)	i	0.075	59
COc1ccc(-n2nnc(C(=O)Nc3ccc(NC(C)=O)cc3)c2C(C)C)cc1	i	0.11	56
O=C(NCCc1ccco1)C(=O)Nc1ccc(F)c(Cl)c1	i	0.043	44
Cc1cc(-c2nnc(SCC(=O)Nc3cccc(F)c3)o2)c(C)o1	i	0.14	63
CCCCN(C)C(=O)Cn1c(C2CC(=O)N(c3ccc(OC)cc3)C2)nc2ccccc21 (stereo not drawn)	i	0.062	63
O=C(Nc1cccc2nsnc12)C1CN(C(=O)c2cccs2)C1	i	0.065	53
CCOC(=O)CNC(=O)C12CC3CC(C1)CC(c1ccc(C)cc1)(C3)C2	i	0.051	53
Cn1cccc1C(CNC(=O)C(=O)NCc1cccs1)N1CCc2ccccc2C1 (stereo not drawn)	i	0.077	52
COC(=O)c1ccc(NC(=O)C(=O)NCC2CCN(Cc3ccco3)CC2)cc1	i	0.071	58
CCOC(=O)N1CCc2nc(NC(=O)c3sc4ccccc4c3Cl)sc2C1	i	0.1	76
CC(C(=O)Nc1ccccc1C(F)(F)F)N1C(=O)c2ccccc2S1(=O)=O (stereo not drawn)	i	0.064	47
CCCN(CCC)CC(O)COc1ccc2ccccc2c1 (stereo not drawn)	i	0.068	59

Another view of some results above.
Screens in order: GluA2 TARP mod | GluA2 TARP mod agonism max-min | GluA2 TARP mod glutamate slope
- O=C(Nc1cccc2nsnc12)C1CN(C(=O)c2cccs2)C1
  i | 0.065 | 53
- CCOC(=O)CNC(=O)C12CC3CC(C1)CC(c1ccc(C)cc1)(C3)C2
  i | 0.051 | 53

New compounds follow
SMILES	GluA2 TARP mod	GluA2 TARP mod agonism max-min	GluA2 TARP mod glutamate slope
COc1ccc(Cl)cc1C(=O)N1CCN(c2ccc(Nc3cccnc3)nn2)CC1	i	0.35	33
Cc1cc(NC(=O)COc2ccc3ccccc3c2)ccc1N1CCCC1=O	i	0.064	63
Cc1nn(-c2ccccc2)c(OC(=O)CCCc2ccccc2)c1S(=O)(=O)c1ccccc1	i	0.062	32
O=C(COc1ccc2c(c1)OCO2)NCCOc1cccc(C(F)(F)F)c1	i	0.12	58
O=S(=O)(c1cccs1)N1CCN(c2ccc(N3CCCC3)nn2)CC1	+	0.23*	48*
COc1ccc2nc(N3CC(C(=O)Nc4cccc(Cl)c4C)C3)sc2c1	i	0.11	56
O=c1n(CCc2ccccc2)nc2ccc(S(=O)(=O)N3CCSCC3)cn12	i	0.06	55
Cc1cccc(NC(=O)C2CCN(c3ccc(-c4cccs4)nn3)CC2)n1	i	0.12	51
Cc1cc(C)n(CCN2CCCN(S(=O)(=O)c3ccc(C(F)(F)F)cc3)CC2)n1	i	0.13	59
COc1ccc(S(=O)(=O)NCC2CCN(C(C)C)CC2)cc1F	i	0.09	64
CN(c1ccsc1C(=O)Nc1ccc(F)c(F)c1)S(=O)(=O)c1ccccc1	i	0.14&0.074	43&110
Cc1nn(C2CCS(=O)(=O)C2)c(C)c1CC(=O)NCc1ccc(S(N)(=O)=O)cc1 (stereo not drawn)	i	0.13	60
COCCn1c(C(=O)NCc2ccco2)cc2c(=O)n(C)c(=O)n(C)c21	i	0.095	63
Cc1noc(N)c1C1=CCC(C)CC1 (stereo not drawn)	i	0.065	45
O=C(CSCc1ccccc1)Nc1nnc(CCSc2ccccc2)o1	i	0.098	60
CN1CCN(n2c3c(c(SCC(=O)NCc4ccccc4)nc2=O)CCCC3)CC1	i	0.12	69
Cc1c(Cl)cccc1S(=O)(=O)NCC1(c2cccs2)CCOCC1	i	0.14	43
CC(=O)N1CCc2c(sc(NC(=O)c3ccc(C)cc3C)c2-c2nc3ccccc3s2)C1	i	0.13	63
O=C(COc1ccc2c(c1)OCO2)NCCCn1nc(-c2ccccc2)ccc1=O	i	0.08	57
CC1CN(c2ncnc3c2cnn3CCNC(=O)COc2ccccc2)CC(C)O1 (stereo not drawn)	i	0.057	49
Cc1cc(NC(=O)C(=O)NCC2CCN(C(=O)c3cccnc3)CC2)no1	i	0.086	62
COc1ccc2nc(-c3ccc(NC(=O)Nc4ccccc4)cc3)cn2n1	i	0.11	62
COc1cccc2cc(C(=O)N3CCC(c4nnc(-c5ccco5)s4)CC3)c(=O)oc12	i	0.084	61
CCCC(=O)NCCOc1ccc2nnc(-c3ccc(OC)c(OC)c3)n2n1	+	0.16*	36*
NC(=O)C1CCN(C(=O)Cc2csc(Nc3cccc(C(F)(F)F)c3)n2)CC1	i	0.098	63
CC(C)OCCCNC(=O)CCCn1c(=S)[nH]c2ccc(Br)cc2c1=O	i	0.099	74
CCOc1ccc(-n2c(C)cn3c4c(=O)n(Cc5ccccc5)c(=O)n(C)c4nc23)cc1	i	0.074	42
COc1cccc(C(CNC(=O)C(=O)Nc2ccncc2)N2CCOCC2)c1 (stereo not drawn)	i	0.04	46
O=C(NCCc1c[nH]c2ccccc12)C1CCCN(c2ccc(-c3ccccc3)nn2)C1 (stereo not drawn)	i	0.16	80
CCOc1ccc(C(=O)NCCN2CCN(c3ccccc3F)CC2)cc1OCC	i	0.11	59
O=C(CCn1c(=O)[nH]c2ccccc2c1=O)NCc1ccc2c(c1)OCO2	i	0.061	45
Cc1cc(C(=O)NCCn2ncc3c(N4CCN(c5ncccn5)CC4)ncnc32)no1	i	0.066	70
O=C(CSc1cc(N2CCOCC2)ncn1)NCc1ccccc1Cl	i	0.076	68
COc1ccc(S(=O)(=O)N2CCOC23CCN(C(=O)c2cc(C)oc2C)CC3)cc1	i	0.04	50
CCOC(=O)c1ccc(NC(=O)C2CCCN2S(C)(=O)=O)cc1 (stereo not drawn)	i	0.092	57
Cc1cccc(NC(=O)c2ccc(S(=O)(=O)N3CCCc4ccccc43)cc2)c1C	i	0.06	55
COc1cccc(-n2nnc3c(N4CCN(C(=O)COc5ccc(C(C)C)cc5)CC4)ncnc32)c1	i	0.067	54
Cc1[nH]c2ccccc2c1C(=O)C(=O)Nc1nn(C)c2c1C(c1cccs1)CC(=O)N2 (stereo not drawn)	i	0.11	70
COc1cccc(-n2c(C)c(C)n3c4c(=O)n(CCN5CCOCC5)c(=O)n(C)c4nc23)c1	i	0.055	39
CCOc1ccc(NC(=O)CC(NCCCOC)C(=O)O)c([N+](=O)[O-])c1 (stereo not drawn)	i	0.067	72
NC(=O)c1oc2ccccc2c1NC(=O)C(=O)NCc1cccs1	i	0.11	44
Cc1cn2c3c(=O)n(Cc4cccc5ccccc45)c(=O)n(C)c3nc2n1CCO	i	0.11	55
O=C(c1ccc(=O)n(Cc2cccc(F)c2)n1)N1CCN(c2ccc(F)c(Cl)c2)CC1	i	0.055	46
CCC(c1ccc([N+](=O)[O-])c2ncccc12)S(=O)(=O)c1ccc(C)cc1 (stereo not drawn)	i	0.072	12
COc1ccccc1-n1c(C)c(C)n2c3c(=O)n(CC(N)=O)c(=O)n(C)c3nc12	i	0.039	47
Cc1ccc2cccc(OC(=O)N3CCCCCC3)c2n1	i	0.1	63
O=C(COc1ccc2ccccc2c1)NCC(c1cccs1)N1CCOCC1 (stereo not drawn)	i	0.047	51
Cn1cnc(-c2ccc(Cl)cc2)cc1=O	i	0.2	56
COc1ccc(-n2c(C)nc3ccc(NC(=O)c4ccccc4Cl)cc3c2=O)cc1	i	0.098	56
Cc1ccc(NC(=O)Nc2cccc(N3CCCS3(=O)=O)c2)cc1	i	0.15	52

Some entries already given, reduced to GluA2 TARP mod glutamate slope.
Molecule | GluA2 TARP mod glutamate slope
Cc1ccc2cccc(OC(=O)N3CCCCCC3)c2n1 | 63
O=C(COc1ccc2ccccc2c1)NCC(c1cccs1)N1CCOCC1 (stereo not drawn) | 51
Cn1cnc(-c2ccc(Cl)cc2)cc1=O | 56
COc1ccc(-n2c(C)nc3ccc(NC(=O)c4ccccc4Cl)cc3c2=O)cc1 | 56

Profiles from above:
COc1ccc(-n2c(C)nc3ccc(NC(=O)c4ccccc4Cl)cc3c2=O)cc1 is listed as GluA2 TARP mod: i; GluA2 TARP mod agonism max-min: 0.098; GluA2 TARP mod glutamate slope: 56
Cc1ccc(NC(=O)Nc2cccc(N3CCCS3(=O)=O)c2)cc1 is listed as GluA2 TARP mod: i; GluA2 TARP mod agonism max-min: 0.15; GluA2 TARP mod glutamate slope: 52

Following part:
SMILES	GluA2 TARP mod	GluA2 TARP mod agonism max-min	GluA2 TARP mod glutamate slope
COCCn1c(=O)c2c(nc3n2CCCN3c2ccc(C)cc2)n(C)c1=O	i	0.064	27
CCc1ccccc1NC(=O)CSc1nc(-c2ccc(F)cc2)cc(C(F)(F)F)n1	i	0.035	53
COc1ccc(S(=O)(=O)CCC(=O)Nc2nc3c(s2)CSc2ccccc2-3)cc1	i	0.08	62
COC(=O)c1sccc1S(=O)(=O)N(CC(=O)Nc1cccc(OC)c1)c1ccc(C)cc1	i	0.025	49
CC(C)S(=O)(=O)c1cccc(C(=O)Nc2ccc(-c3nc4ccccc4s3)cc2)c1	i	0.062	58
COc1ccc2nc(-c3cccc(NC(=O)c4ccc(C(F)(F)F)cc4)c3)cn2n1	i	0.038	32
Cc1ccc(C(=O)Nc2ccc(S(C)(=O)=O)cc2)cc1S(=O)(=O)N1CCCCCC1	i	0.087	58
O=C(Nc1ccc(F)cc1)OC1CCCC(NC(=O)c2cc(=O)c3ccccc3o2)C1 (stereo not drawn)	i	0.075	5
COc1cc(/C=C2\SC(=S)N(c3ccccc3)C2=O)ccc1OCC(=O)Nc1cccc(O)c1	i	0.087	19
O=C(NCCc1cnc[nH]1)c1ccc(Cn2c(=S)[nH]c3ccc(Br)cc3c2=O)cc1	i	0.11	77
O=S(=O)(NCC1COC2(CCCCC2)O1)c1ccc(Br)cc1 (stereo not drawn)	i	0.16	85
O=C(Nc1ccc(CC(=O)N2CCC(O)CC2)cc1)C1CCC1	i	0.091	59
COc1ccc(Cl)cc1NC(=O)Cc1csc(-n2cccc2)n1	i	0.088	65
Cc1cc(C)n(CCNC(=O)Oc2ccccc2)n1	i	0.12	53
O=C(Cn1cnc(-c2ccccc2)cc1=O)NCc1ccco1	i	0.078	48
